A3G deaminase – inhibitors of human APOBEC3G DNA deaminase; Q9HC16; recombinant A3G, ssDNA deamination FAM/TAMRA fluorescence; inhibition, % at 20 µM; actives 0.28% (n = 330,000); AID 493012;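 active = inhibition of at least 40% at 20 µM, with no more than 30% in the related APOBEC3A deaminase screen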;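 note: plate controls were DMSO wells with A3G for no effect and wells lacking A3G enzyme for full effect; some compounds called inactive have numbers as strong as hits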
Target sequence (Q9HC16 whole entry, looked up): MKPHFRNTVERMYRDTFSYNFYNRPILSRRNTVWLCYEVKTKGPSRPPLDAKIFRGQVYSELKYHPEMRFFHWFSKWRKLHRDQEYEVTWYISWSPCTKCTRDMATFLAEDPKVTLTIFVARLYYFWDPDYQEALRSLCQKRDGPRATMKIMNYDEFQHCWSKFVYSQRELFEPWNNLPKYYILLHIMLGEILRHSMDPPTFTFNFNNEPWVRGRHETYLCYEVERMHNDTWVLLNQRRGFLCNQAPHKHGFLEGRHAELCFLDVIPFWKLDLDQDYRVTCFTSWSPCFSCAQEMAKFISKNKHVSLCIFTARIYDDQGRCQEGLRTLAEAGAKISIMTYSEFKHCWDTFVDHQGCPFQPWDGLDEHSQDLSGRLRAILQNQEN
NR3A LBD binder – modulates the human NR3A ligand-binding domain | NR3A LBD differential scanning fluorimetry, Tm shift; 0% = protein alone, 100% = glycine-bound protein | Tm shift relative to glycine control, % at 25 µM | actives 2.5% (n = 340,000) | AID 1259313;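 active = melting temperature shift of at least 10% of the positive control shift, at one fixed dose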
beta cell repl – induces beta-cell replication in MIN6 cells | MIN6 cells proliferation, ATPlite luminescence, 48 h; cells starved in 0.2% serum; 100% = growth in 10% serum | proliferation, % at 10 µM | actives 0.29% (n = 330,000) | AID 2380;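 active = compounds whose signal lies at least 3.5 SD above the mean of all wells on their plate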;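 note: 0% = DMSO-treated cells in low-serum medium and 100% = 10% serum control; some compounds called inactive have numbers as strong as hits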
MPTP inh – permeability transition pore inhibition. actives 1.4% (n = 360,000). isolated mouse mitochondria, Ca2+ swelling absorbance, 30 min. inhibition, % at 10 µM. AID 602449;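 active = inhibition of 50% or more, scaled per plate between neutral and stimulator controls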;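 note: 0% = DMSO wells given calcium and 100% = 1 mM EGTA wells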
hIAP inh – human IAP inhibition; P09923; purified IAP, CDP-Star luminescence, 30 min; inhibition, % at 10 µM; actives 0.12% (n = 330,000); AID 2544;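 active = inhibition reaching a set limit with compound at 10 µM in the primary screen, cut at about 35% in these data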;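 note: plate controls were DMSO wells with enzyme for no effect and no-enzyme buffer wells for full effect; values of inactives mirror those of a sister screen read the other way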
hIAP act – increases human intestinal alkaline phosphatase activity | purified human IAP, CDP-Star luminescence, 30 min; hits give high values; 1 = vehicle-only enzyme, 0 = enzyme-free background | actives 0.16% (n = 330,000) | activation factor at 10 µM | AID 2524;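 active = activation factor of the enzyme at least 2-fold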; note: the source names both 10 and 20 µM as test concentration; values of inactives mirror those of a sister screen read the other way
mIAP block – mouse IAP inhibition; AID 2806; inhibition, % at 10 µM; purified mouse IAP, CDP-Star luminescence, 30 min; actives 0.2% (n = 330,000);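 active = inhibition of at least 40% at 10 µM in the primary screen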;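 note: plate controls were DMSO with enzyme for no effect and no enzyme wells for full effect; values of inactives mirror those of a sister screen read the other way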
A3A deaminase – blocks human APOBEC3A ssDNA deamination; actives 0.41% (n = 330,000); inhibition, % at 20 µM; recombinant A3A, FAM/TAMRA ssDNA deamination fluorescence;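 active = at least 40% inhibition at 20 µM here, with at most 30% in a related deaminase screen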;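 note: plate controls were A3A with DMSO for no effect and wells lacking A3A enzyme for full effect; some results filed as inactive read as strong as hits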
Target sequence (P31941 whole entry, looked up): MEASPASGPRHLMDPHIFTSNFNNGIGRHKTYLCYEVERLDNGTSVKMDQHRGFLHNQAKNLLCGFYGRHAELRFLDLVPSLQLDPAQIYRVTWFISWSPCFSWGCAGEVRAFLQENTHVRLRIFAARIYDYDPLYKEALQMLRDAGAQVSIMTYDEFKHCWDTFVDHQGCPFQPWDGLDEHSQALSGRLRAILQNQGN
mIAP activ – increases mouse intestinal alkaline phosphatase activity | muIAP, CDP-Star luminescence, 30 min; hits give high values; 1 = vehicle-only enzyme signal, 0 = enzyme-free wells | activation factor at 10 µM | actives 0.24% (n = 330,000);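 active = activation factor of at least 2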; note: the source names both 10 and 20 µM as test concentration; values of inactives mirror those of a sister screen read the other way
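Assay system: mouse IAP enzyme / Compound: DMSO-dissolved test compounds / Timing: 30 min, room temperature / Measured by: luminescence from enzymatic CDP-Star hydrolysis / Control set: DMSO-only wells, enzyme-free buffer wells as negative control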
The depositor's hits bear a star. Compounds were not picked by outcome (roughly 5% active in at least one column).

SMILES	A3G deaminase	NR3A LBD binder	beta cell repl	MPTP inh	hIAP inh	hIAP act	mIAP block	A3A deaminase	mIAP activ
COc1ccc(N2C(=O)CCC(C(=O)N3CCN(c4ccccn4)CC3)C2c2ccc(F)cc2)cc1 (stereo unspecified)	-6	-1	1	-1.4	1	0.99	-11	-5	1.1
CCOC(=O)c1cc(C(=O)NN)c(=O)[nH]c1C	-3	1	-3	-0.2	-2	1	-3	1	1
COc1ccccc1NC(=O)c1nnn(CC(=O)Nc2cccc(SC)c2)c1N	-4	5	-2	20	-27	1.3	-10	-4	1.1
Cc1cc(S(=O)(=O)N2CCN(c3ncccn3)CC2)ccc1-n1cnnn1	-1	0	-1	-3.9	-2	1	3	0	0.97
CCCCN(CC)CCCNC(=O)c1cc2c(=O)[nH]c3ccccc3c2s1	-4	-2	-3	-0.3	1	0.99	6	0	0.94
O=S(=O)(/N=C(/Nc1ccc(F)cc1F)c1ccccc1)c1ccccc1	1	0	-2	0.6	-3	1	-2	0	1
C/C(=N/NC(=O)CNS(=O)(=O)c1ccccc1)c1ccc(Br)cc1	-5	-2	-3	-0.1	6	0.94	0	-3	1
COCC(C)NC(=O)CSc1nc2ccccc2n1CCc1ccccc1 (stereo unspecified)	-6	1	6	1.2	-21	1.2	-7	-6	1.1
COc1ccccc1CNC(=O)c1ccc(NS(C)(=O)=O)cc1	-3	7	1	-0.9	-14	1.1	3	1	0.97
O=C(Nc1ccc(S(=O)(=O)Nc2ncccn2)cc1)c1ccc(S(=O)(=O)N2CCCC2)cc1	-10	-5	0	-1.0	8	0.92	17	-4	0.83
CCOc1ccc(C(=O)NC(C(=O)NCCc2ccc(S(N)(=O)=O)cc2)C(C)C)cc1 (stereo unspecified)	3	0	0	-0.3	-6	1.1	-2	3	1
COc1cc(/C=N/NC(=O)c2nnn(-c3nonc3N)c2C(C)C)ccc1O	-2	30*	1	-0.3	-7	1.1	-2	-2	1
COc1ccc(-n2cccc2/C=C2\C(=N)N3N=C(c4ccco4)SC3=NC2=O)cc1	35	4	-4	10	-10	1.1	27	46	0.73
CCOC(=O)c1c(/N=C/c2cccc([N+](=O)[O-])c2O)sc2c1CCC2	-3	-25	-2	1.2	-2	1	26	1	0.74
COc1ccccc1N1CCN(C(=O)c2ccc(CS(=O)(=O)c3ccccc3OC)o2)CC1	-4	2	0	-0.9	-26	1.3	2	0	0.98
COc1cc(C2Nc3cccc4cccc(c34)N2)ccc1O	6	7	-5	0.7	-12	1.1	12	-3	0.88
N#CCCN(C(=O)c1cc2c(s1)-c1ccccc1S(=O)(=O)C2)c1ccccc1	-5	0	-3	0.0	-8	1.1	-7	-10	1.1
COc1ccccc1NC(=O)c1cc(Cl)nnc1Cl	-1	-1	-6	-3.7	2	0.98	0	2	1
COc1ccc2c(=O)c(N3C(=O)c4ccccc4C3=O)coc2c1	-4	-2	0	5.0	11	0.89	9	-2	0.91
CCN(C(=O)COC(=O)C1CCN(S(=O)(=O)c2c(Cl)cccc2Cl)CC1)C1CCCCC1	-4	1	-4	-0.9	-4	1	1	7	0.99
CCSc1nc2ccccc2c(=O)n1CCc1ccc(OC)c(OC)c1	0	2	-3	3.4	-14	1.1	-5	-9	1.1
Fc1ccc2cc(-c3cccnc3)ncc2c1	-3	1	0	-1.0	-4	1	11	-3	0.89
COc1ccccc1N(C)S(=O)(=O)c1ccc(C(=O)Nc2cc(F)ccc2C)cc1	0	-5	-3	2.8	2	0.98	4	-1	0.96
COc1ccc(NC(=O)Nc2c(SC)nsc2SC)cc1	2	-2	-1	-2.7	12	0.88	-3	-5	1
Cc1cc(/C(N)=N/OC(=O)Nc2ccccc2)no1	2	5	-1	1.4	-14	1.1	-4	4	1
CCCCNC(=O)CN1C(=O)NC2(CCOc3ccccc32)C1=O (stereo unspecified)	-4	-2	2	-1.5	7	0.93	-1	0	1
CN(C)C(=O)c1ccccc1NC(=O)Cc1cccc2ccccc12	-12	-2	-2	0.7	-16	1.2	-2	1	1
Cc1cccc(CCNC(=O)C2CCC(CNc3c(N4CCCC4)c(=O)c3=O)CC2)c1 (stereo unspecified)	-6	0	2	0.4	-17	1.2	-8	-1	1.1
Oc1[nH]c2c(Cl)cc(Cl)cc2c1N=NC(=S)NCC1CCCO1 (stereo unspecified)	1	-9	0	4.6	1	0.99	6	7	0.94
Cc1cnc(=O)[nH]c1SCC(=O)c1ccc(F)cc1	19	1	0	-1.7	-32	1.3	2	-6	0.98

4 records picked at random from the list so far:
SMILES	A3G deaminase	NR3A LBD binder	beta cell repl	MPTP inh	hIAP inh	hIAP act	mIAP block	A3A deaminase	mIAP activ
N#CCCN(C(=O)c1cc2c(s1)-c1ccccc1S(=O)(=O)C2)c1ccccc1	-5	0	-3	0.0	-8	1.1	-7	-10	1.1
COc1ccc(NC(=O)Nc2c(SC)nsc2SC)cc1	2	-2	-1	-2.7	12	0.88	-3	-5	1
Cc1cnc(=O)[nH]c1SCC(=O)c1ccc(F)cc1	19	1	0	-1.7	-32	1.3	2	-6	0.98
Cc1cccc(CCNC(=O)C2CCC(CNc3c(N4CCCC4)c(=O)c3=O)CC2)c1 (stereo unspecified)	-6	0	2	0.4	-17	1.2	-8	-1	1.1

Next section.
SMILES	A3G deaminase	NR3A LBD binder	beta cell repl	MPTP inh	hIAP inh	hIAP act	mIAP block	A3A deaminase	mIAP activ
CN(C)C(=O)CCc1nc2sc3c(c2c(=O)[nH]1)CCCC3	-3	-1	-2	-1.0	-5	1	3	3	0.97
CCC(C)N(C(=O)CCC(=O)Nc1cc(C)on1)C(C(=O)NC(C)(C)C)c1ccccc1Cl (stereo unspecified)	-2	-2	-2	-0.1	-4	1	-4	0	1
Cc1cc(C)c(S(=O)(=O)c2ccccc2F)c(=O)[nH]1	-8	1	1	-0.7	8	0.92	6	-2	0.94
CCc1ccc(OCCn2ccnc2)cc1	-6	0	-2	-1.3	2	0.98	-1	-6	1
COc1cc(C(=O)NCC(=O)N/N=C/c2ccco2)cc(OC)c1OC	-5	-2	3	-0.2	-42	1.4	-6	-1	1.1
CC1CCN(Cc2nc(Cl)c3c4c(sc3n2)CCC4)CC1	-1	1	-7	2.0	1	0.99	-10	5	1.1
CCCC(=O)Nc1cccc(NC(=O)c2ccc([N+](=O)[O-])cc2Cl)c1	8	-5	0	4.9	3	0.97	-2	2	1
Cc1c(NS(=O)(=O)c2ccc(N=NN(C)C)cc2)c(=O)n(-c2ccccc2)n1C	-7	-1	2	-0.6	-9	1.1	4	-5	0.96
CC1CCN(C(=O)COC(=O)CCC(=O)c2ccc(Cl)cc2)CC1	-1	4	0	-1.9	-3	1	-7	2	1.1
COc1cccc(CN2CCN(Cc3[nH]c4ccccc4c3C)CC2CCO)c1 (stereo unspecified)	51*	0	0	-1.0	6	0.94	8	-2	0.92
NC(=O)COC(=O)CC12CC3CC(CC(Br)(C3)C1)C2	-8	-2	-4	-1.4	0	1	-2	-2	1
O=C(O)C1CC=CCC1C(=O)Nc1ccc2c(c1)CCC2 (stereo unspecified)	-8	-3	-1	-1.4	8	0.92	-2	-1	1
CCn1c(CNC(=O)c2ccco2)nnc1SCC(=O)Nc1ccccc1Cl	-4	-1	-2	-2.2	2	0.98	7	-2	0.93
CCNC(=O)COC(=O)c1cc(C)nc2ccccc12	-6	0	-2	1.0	8	0.92	2	-3	0.98
CCOc1ccc(N(CC(=O)NC2CCCC2)S(=O)(=O)c2ccccc2)cc1	-11	0	2	0.0	-1	1	9	-4	0.91
CC(=O)Cn1nnc(-c2ccc(C(F)(F)F)cc2)n1	-12	-1	-4	0.2	-6	1.1	-6	-4	1.1
CCOC(=O)c1sc2nccc(OC)c2c1N=CN(C)C	-6	-1	-2	-0.9	-6	1.1	6	0	0.94
CCN(C(=O)CN(C)Cc1c(F)cccc1Cl)c1c(N)n(Cc2ccccc2)c(=O)[nH]c1=O	-13	0	0	-1.9	-20	1.2	3	-3	0.97
COc1ccc(S(=O)(=O)/N=C2/C=CC(=O)C(C)=C2C)cc1	-10	-4	-1	9.9	8	0.92	10	-5	0.9
CCCCOc1ccc(C(=O)OCC(=O)Nc2cc(C)c(C)cc2[N+](=O)[O-])cc1	-6	0	-2	1.4	-14	1.1	18	-3	0.82
Cc1ccc(C)c(S(=O)(=O)NCc2ccc(C(=O)N3CCCCC3C)cc2)c1 (stereo unspecified)	-7	-1	-2	2.1	3	0.97	-9	1	1.1
O=C1c2ccccc2S(=O)(=O)N1CCOc1ccc(F)cc1	-2	1	-2	0.6	18	0.82	6	1	0.94
Cc1oc(-c2ccc(F)cc2)cc1-c1nn2c(-c3ccoc3C)nnc2s1	35	-8	1	0.8	-21	1.2	22	74	0.78
CN(C)Cc1c(C(=O)N/N=C/c2ccncc2)nnn1-c1nonc1N	-9	0	5	0.0	2	0.98	2	48*	0.98
Cc1ccc(C)c(OCC(=O)OCC(=O)Nc2c(C)nn(-c3ccccc3)c2C)c1	-3	-2	3	-1.2	-2	1	-2	6	1
CC(=O)N/C(=C/c1ccc2c(c1)OCO2)C(=O)NC(Cc1ccccc1)C(=O)O (stereo unspecified)	2	-4	-3	3.2	-10	1.1	-1	4	1
Cc1ccc(-c2ccc(S(=O)(=O)N3CCCC3)cc2)cc1	-2	-1	-2	-1.2	-5	1.1	-6	-3	1.1
Cc1cccc(NC(=S)N/N=C/C(C)c2ccccc2)c1C (stereo unspecified)	-11	-2	-3	0.0	-8	1.1	-1	-1	1
Cc1nn(-c2ccccc2)c(Cl)c1C(=O)OCC(=O)N(C)c1c(N)n(Cc2ccccc2)c(=O)[nH]c1=O	2	0	-2	-0.7	-5	1.1	-1	13	1
CC(C)(C)C(=O)Nc1nnc(SCC(=O)NC2CC2)s1	-13	-4	-3	-0.1	18	0.82	9	-5	0.91
O=C(Nc1cc(=O)[nH]c2ncnn12)c1ccccc1F	-9	0	-2	3.0	-7	1.1	-3	-2	1
COc1ccc2sc(-c3ccc(N(C)C)cc3)c(C#CC(C)(C)O)c2c1	-9	-11	-3	2.1	-2	1	-5	-3	1
COc1cc2c(cc1OC)C(c1cc([N+](=O)[O-])ccc1O)NCC2 (stereo unspecified)	-9	4	1	-3.0	6	0.94	2	0	0.98
O=C(NCCc1c[nH]c2ccccc12)c1ccc2nc[nH]c2c1	4	27*	-3	0.1	-24	1.2	4	2	0.96
CCCCN(C(=O)c1sc2nc3n(c(=O)c2c1C)CCC3)c1c(N)n(CC(C)C)c(=O)[nH]c1=O	-7	2	7	-2.1	12	0.88	0	-2	1
CCCCc1c(O)nc(SCC(=O)N2CCOCC2)n(-c2ccccc2C)c1=O	-3	-2	-2	-0.7	3	0.97	3	3	0.97
O=C(COC(=O)c1ncc(Cl)c(Cl)c1Cl)c1ccc(Cl)s1	0	-3	0	-5.6	3	0.97	-1	2	1
Cc1cc(C(C)(C)C)c(O)c(C)c1CC1=NCCN1	0	-2	-7	-2.4	-14	1.1	6	6	0.94
CC(=O)Nc1ccc(S(=O)(=O)NCC2CCC(C(=O)N3CC(C)CC(C)C3)CC2)cc1 (stereo unspecified)	7	1	-1	-0.6	-12	1.1	-2	-7	1
CCN1C(=O)C2(/C(=C(\O)c3ccc4c(c3)OCCO4)C(=O)C(=O)N2CCCOC)c2ccccc21 (stereo unspecified)	-6	0	-1	12	1	0.99	5	-6	0.95
Cc1nc(SCC(=O)OCc2ccccc2)c(C#N)c(-c2ccccc2)c1C(=O)Nc1ccccc1	-1	3	-4	2.6	-3	1	0	1	1
COc1ccc(C2C(C#N)=C(N)SC(N)=C2C#N)cc1OC	0	-1	1	4.1	-3	1	-10	2	1.1
